# EBNA-1 inhibitor: blocks EBNA-1 binding to DNA | inhibition, % at 14.8 µM | EBNA-1 DNA binding, fluorescence polarization | actives 0.34% (n = 300,000); in the data active means inhibition above about 28%
# ZTA DNA inh: blocks Epstein-Barr virus ZTA, an EBNA-1 counter-screen. P03206. ZTA-DNA binding, fluorescence polarization. inhibition, % at 11 µM. actives 0.15% (n = 320,000); in the data active means inhibition above about 33%
# Target sequence (P03206 whole entry, looked up): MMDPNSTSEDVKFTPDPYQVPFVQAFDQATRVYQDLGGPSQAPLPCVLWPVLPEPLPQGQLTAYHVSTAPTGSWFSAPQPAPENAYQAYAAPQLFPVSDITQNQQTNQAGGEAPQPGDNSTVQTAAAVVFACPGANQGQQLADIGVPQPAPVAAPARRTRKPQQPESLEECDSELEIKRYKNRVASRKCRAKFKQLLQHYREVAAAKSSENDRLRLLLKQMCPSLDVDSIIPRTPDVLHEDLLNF
# Fh CTSL1 inh: counter-screen for PFM18AAP inhibitors: inhibitors of F. hepatica cathepsin L1. recombinant F. hepatica cathepsin L1, Z-Leu-Arg-MCA fluorescence. actives 0.49% (n = 300,000). inhibition, % at 5.96 µM. AID 1906;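 active means inhibition above the mean of all tested compounds plus 3 SD, set per screening campaign, cut at about 17% in these data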;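 further: 0% = plate median of test compound wells and 100% = 1 µM Z-Phe-Ala-diazomethylketone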
# Efflux pump mplx: antifungal efflux pump inhibition, Nile Red retention | S. cerevisiae Candida pump triplex | inhibition, % at 10 µM | actives 0.44% (n = 330,000) | AID 485275;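 active means plate passing quality check with inhibition over a set limit, or well fluorescence over plate mean plus 4 SD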;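 further: Nile Red retained in pooled yeast measured as flow cytometry median fluorescence; 0% = buffer negative control and 100% = Enniatin B positive control; higher means more Nile Red kept so more efflux inhibition; some compounds called inactive have numbers as strong as hits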
# TPT1 inhibitor: C. albicans TPT1 enzyme inhibition | actives 0.81% (n = 300,000) | recombinant caTPT1, FP RNA substrate dephosphorylation | AID 1962 | inhibition, % at 5 µM;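 active means inhibition above the mean of all tested compounds plus 3 SD, set per screening campaign, cut at about 24% in these data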;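 further: plate controls were DMSO alone for no effect and ferristatin control at 100 nM for full effect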
# PREPL inh: human PREPL enzyme inhibition; actives 0.68% (n = 320,000); Q4J6C6; inhibition, % at 5.96 µM; AID 2751; recombinant PREPL, fluorescence polarization activity-based probe; in the data active means inhibition above about 43%;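 further: 0% = enzyme with DMSO and 100% = wells lacking enzyme; many of its hits are not listed in these tables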
# PP1 counter: blocks human PP1-alpha phosphatase, a PP5 counter-screen. P62136. purified PP1alpha, OMFP fluorescence. inhibition, % at 6.7 µM. actives 0.9% (n = 320,000). AID 2235;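 active means inhibition above the mean inhibition of all tested compounds plus 3 SD, computed separately for each screening campaign, cut at about 15% in these data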
# Target sequence (P62136 whole entry, looked up): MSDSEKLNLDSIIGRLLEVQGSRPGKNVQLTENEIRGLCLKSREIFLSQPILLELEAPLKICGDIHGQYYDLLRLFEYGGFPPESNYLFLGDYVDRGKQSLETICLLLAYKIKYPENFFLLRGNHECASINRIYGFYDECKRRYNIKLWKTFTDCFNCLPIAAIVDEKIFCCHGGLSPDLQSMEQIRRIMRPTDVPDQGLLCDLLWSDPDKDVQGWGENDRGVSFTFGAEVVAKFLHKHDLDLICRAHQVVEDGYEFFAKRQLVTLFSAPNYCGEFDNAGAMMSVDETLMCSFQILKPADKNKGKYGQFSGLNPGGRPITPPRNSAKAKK
# PP5 inh: inhibitors of human protein phosphatase 5 (PP5); P53041; purified PP5c, OMFP substrate fluorescence; inhibition, % at 6.7 µM; actives 0.18% (n = 320,000); AID 1987;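 active means inhibition above the campaign's mean inhibition across all tested compounds plus 3 SD, cut at about 9.5% in these data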;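 further: 0% = DMSO only and 100% = 100 µM cantharidin control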
# Target sequence (P53041 whole entry, looked up): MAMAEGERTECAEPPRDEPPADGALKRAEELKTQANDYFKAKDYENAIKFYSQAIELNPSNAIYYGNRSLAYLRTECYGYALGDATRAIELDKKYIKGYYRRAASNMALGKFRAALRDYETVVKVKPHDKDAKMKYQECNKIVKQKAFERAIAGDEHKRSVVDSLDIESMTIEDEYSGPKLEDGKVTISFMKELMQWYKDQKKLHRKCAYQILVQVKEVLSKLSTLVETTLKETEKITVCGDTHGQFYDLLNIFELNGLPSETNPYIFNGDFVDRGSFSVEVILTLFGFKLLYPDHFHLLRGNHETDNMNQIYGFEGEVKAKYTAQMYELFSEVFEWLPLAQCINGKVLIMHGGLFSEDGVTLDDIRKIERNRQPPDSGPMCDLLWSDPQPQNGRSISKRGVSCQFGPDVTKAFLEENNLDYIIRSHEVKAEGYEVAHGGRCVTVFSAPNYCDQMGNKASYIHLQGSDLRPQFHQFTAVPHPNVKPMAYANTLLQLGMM
# core dimer inh: blocks dimerization of HCV core protein | TR-FRET GST/Flag-core106 dimerization, 1536-well | actives 0.33% (n = 300,000) | inhibition, % at 5 µM;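 active means inhibition above the mean of all tested compounds plus 3 SD, set per screening campaign, cut at about 45% in these data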
#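 Material: GST/Flag-tagged HCV core106 proteins. Incubation: 4 h, 22.5 °C incubation. Read-out basis: inhibition (%) from 671 over 617 nm ratio. Measured by: TR-FRET, excitation 340 nm, emission 617 and 671 nm.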
# Numbers without * were called inactive; x = not tested or not shown. The list is partial. The share of hits here may be higher or lower than overall.
smiles,EBNA-1 inhibitor,ZTA DNA inh,Fh CTSL1 inh,Efflux pump mplx,TPT1 inhibitor,PREPL inh,PP1 counter,PP5 inh,core dimer inh
CC(C)(C)[C@@H]1CCC(=O)N(CC[C@H](N=[N+]=[N-])c2ccccc2)CC1,-8,2,1,0.2,0,3,0,1.0,-1
CC1OC(C)(C)OC1C1CNc2nc(NC(=O)C(C)(C)C)[nH]c(=O)c2N1C(=O)c1cccnc1 (stereo not drawn),-2,8,3,0.6,2,5,-3,-1.4,-1
COc1cccc(C(=O)Nc2ccc3c(c2)C(=O)N(CC2CCCO2)C3=O)c1 (stereo not drawn),3,5,1,0.1,-1,8,-2,3.9,-17
CCOC(=O)N1CCC(NC(=O)CCS(=O)(=O)c2ccc3c(c2)CCN3C(=O)CC)CC1,4,11,2,-0.1,-1,8,0,-2.2,-1
COc1ccnc(Oc2ccccc2)c1C#N,6,-2,6,0.0,-1,0,-1,0.4,-1
Cc1nn(CCCC(=O)Nc2cccnc2Cl)c(C)c1[N+](=O)[O-],3,5,3,0.0,0,2,-3,1.1,1
CC(Sc1cccc[n+]1[O-])C(=O)Nc1ccc([N+](=O)[O-])cc1Cl (stereo not drawn),3,10,-3,0.4,1,3,0,0.4,-3
COc1cc(CNc2ccc3[nH]c(=O)[nH]c3c2)ccc1OCc1cccc(C)c1,-8,6,3,0.1,0,25,4,4.1,-24
CCN(CC)CCN1C(=O)C(=O)/C(=C(/O)c2ccc(OC)c(OC)c2)C1c1ccccn1 (stereo not drawn),2,3,2,-0.1,0,-8,0,-1.6,2
COc1ccc2nc(N=Nc3ccc(O)c4ccccc34)sc2c1,-6,11,-4,-0.3,1,0,-2,0.2,32
O=C(Nc1c2c(nn1-c1ccccc1)CS(=O)(=O)C2)c1ccccc1Br,9,5,1,0.0,3,-5,6,-1.7,8
CCCN1C(=O)CC(c2ccco2)Sc2ccccc21 (stereo not drawn),4,-6,0,0.0,1,-3,-4,-1.9,5
O=C(CN1C(=O)/C(=C/c2ccc(Cl)cc2)SC1=S)NC1C=CS(=O)(=O)C1 (stereo not drawn),-3,-10,0,0.1,-1,24,-7,1.9,16
O=C1CCC([N+](=O)[O-])C(c2ccc(Cl)c([N+](=O)[O-])c2)N1 (stereo not drawn),2,0,-1,-0.1,-3,12,-3,0.2,-4
COc1ccc(C2C(C(=O)c3ccco3)=C(O)C(=O)N2CCc2ccccc2)cc1OC (stereo not drawn),5,10,3,0.1,-3,-2,30*,0.6,4
NC(=O)C1CCN(C(=O)/C(=C/c2ccco2)NC(=O)c2ccccc2)CC1,-14,-24,4,-0.3,-5,0,6,-6.4,-15
CCCC(=NCc1ccccc1)C1=C(O)C(C(=O)OC)C(C)(C)CC1=O (stereo not drawn),-5,-10,0,0.0,-2,24,-1,3.0,4
CCCC(=O)Nc1ccc(Cl)c(NC(=O)c2ccco2)c1,2,6,-1,0.0,-1,7,-4,1.9,0
CCOc1ccc(S(=O)(=O)N(C)CC(=O)NC2CCCC2)cc1,3,10,2,0.0,0,0,-2,-0.8,6
COC(=O)COc1ccc(C(C2C(=O)CC(C)(C)CC2=O)C2C(=O)CC(C)(C)CC2=O)cc1,-13,-4,3,-0.1,-1,4,1,-0.1,-9

# 3 compounds already listed, sorted by their value in TPT1 inhibitor, descending.
canonical_smiles | EBNA-1 inhibitor | Efflux pump mplx | TPT1 inhibitor | PREPL inh | PP5 inh | core dimer inh
COc1ccc2nc(N=Nc3ccc(O)c4ccccc34)sc2c1 | -6 | -0.3 | 1 | 0 | 0.2 | 32
CCCC(=O)Nc1ccc(Cl)c(NC(=O)c2ccco2)c1 | 2 | 0.0 | -1 | 7 | 1.9 | 0
COc1ccc(C2C(C(=O)c3ccco3)=C(O)C(=O)N2CCc2ccccc2)cc1OC (stereo not drawn) | 5 | 0.1 | -3 | -2 | 0.6 | 4

# New compounds follow:
smiles,EBNA-1 inhibitor,ZTA DNA inh,Fh CTSL1 inh,Efflux pump mplx,TPT1 inhibitor,PREPL inh,PP1 counter,PP5 inh,core dimer inh
O=C(NCc1ccc(F)cc1)C(c1ccccc1)N(C(=O)c1csnn1)c1ccccc1 (stereo not drawn),-8,1,1,0.2,-4,2,4,2.5,7
CC1CCCCC1NC(=O)c1cc2c(=O)n3ccccc3nc2n1C (stereo not drawn),-5,8,2,0.0,0,-10,0,1.6,5
CCn1c(CNC(=O)c2ccccc2F)nnc1SCC(=O)NC1CCCCC1C (stereo not drawn),-14,-7,7,0.8,0,16,-4,1.4,-4
O=C(NCCc1ccccc1F)C1CC(=O)N(c2ccccc2)C1 (stereo not drawn),7,11,1,-4.5,-1,6,-6,-3.2,-4
Cc1nnc(NC(=O)C2CCCO2)s1 (stereo not drawn),-18,-11,0,0.0,-3,-2,-3,5.2,-1
CCNc1nc(SCc2ccccc2)nc(N2CCOCC2)n1,-17,8,1,0.1,-5,-1,2,3.8,-5
O=[N+]([O-])c1ccc(Cl)cc1Sc1cccc2cccnc12,1,-6,0,0.1,0,-21,-2,2.1,2
Cc1nc(SCc2ccc(F)cc2)c2oc3ccccc3c2n1,14,8,6,-0.1,1,0,-5,-0.1,2
CS(=O)(=O)NN1C(=O)c2ccccc2NC1c1ccccc1 (stereo not drawn),1,-1,-2,0.0,-7,-6,1,-1.0,1
O=S(=O)(NCCSCc1c(Cl)cccc1Cl)c1ccc2c(c1)OCCO2,8,9,-1,-0.1,-1,-46,-5,2.2,4
COc1ccc(S(=O)(=O)N(CC(=O)Nc2ccc3c(c2)OCO3)c2ccccc2OC)cc1,-9,-15,1,0.1,3,-19,1,3.2,15
COc1ccccc1-n1c(=S)[nH]c2c(sc(=S)n2-c2ccc(C)cc2C)c1=O,6,-12,0,-0.1,0,9,-2,-0.1,1
Cc1c(NC(=O)C(C)OC(=O)C23CC4CC(CC(Br)(C4)C2)C3)c(=O)n(-c2ccccc2)n1C (stereo not drawn),-8,-6,-6,0.0,3,-9,-2,0.8,2
CCOc1ccc(NC(=O)c2ccc(CNc3c(N4CCCC4)c(=O)c3=O)cc2)cc1,1,10,1,-0.2,0,6,-2,0.2,2
COc1ccc(CN2C(=O)c3c(c(C)n(C)c3C)C2C(=O)NC2CCC(C)CC2)cc1 (stereo not drawn),-4,16,-6,0.9,4,9,-5,-2.4,-1
COc1ccccc1N1CC(C(=O)OCC(=O)c2ccc(F)cc2)CC1=O (stereo not drawn),3,-2,-21,-0.1,1,8,-3,-0.4,2
CCc1ccc(NC(=O)C(C)Sc2nc(-c3ccco3)c(C#N)c(=O)[nH]2)cc1 (stereo not drawn),10,-1,3,-0.2,13,-3,12,1.2,10
CCc1ccccc1N/N=C(/C)c1c(O)cc(C)oc1=O,5,-7,-1,-0.1,-1,-3,-2,-1.4,-4
Cc1ncc(CN2CCCC(C(=O)Nc3ccc(-c4cscn4)cc3)C2)cn1 (stereo not drawn),-6,-2,-2,0.1,6,4,-4,4.2,-4
Cc1ccc(/C=N/NC(=O)c2cccnc2)o1,-11,-7,1,-0.1,0,-1,-2,1.6,-4

# Some entries already given, showing only TPT1 inhibitor:
smiles | TPT1 inhibitor
COc1ccc(S(=O)(=O)N(CC(=O)Nc2ccc3c(c2)OCO3)c2ccccc2OC)cc1 | 3
COc1ccccc1-n1c(=S)[nH]c2c(sc(=S)n2-c2ccc(C)cc2C)c1=O | 0
Cc1c(NC(=O)C(C)OC(=O)C23CC4CC(CC(Br)(C4)C2)C3)c(=O)n(-c2ccccc2)n1C (stereo not drawn) | 3
CCOc1ccc(NC(=O)c2ccc(CNc3c(N4CCCC4)c(=O)c3=O)cc2)cc1 | 0

# Later entries
smiles,EBNA-1 inhibitor,ZTA DNA inh,Fh CTSL1 inh,Efflux pump mplx,TPT1 inhibitor,PREPL inh,PP1 counter,PP5 inh,core dimer inh
O=C(c1cccc([N+](=O)[O-])c1)c1ccc2c(c1)OCCOCCOCCOCCO2,-7,-8,0,0.2,0,12,-6,-3.1,-1
Cc1cccc(C)c1NC(=O)N1CCC(C(=O)c2ccc(F)cc2)CC1,-9,-8,-1,0.1,0,1,-1,1.4,-4
N/C(=N/OC(=O)c1ccccc1Cl)c1nonc1N,9,2,-2,-0.2,-3,1,-1,0.4,-2
O=C(COc1cccc(F)c1)Nc1ccc2[nH]c(=O)[nH]c2c1,4,16,-2,-0.1,10,2,-3,8.7,1
C#CCOc1c(Br)cc(/C=C2/C(=O)ON=C2C)cc1OC,10,-4,-3,0.2,4,-7,1,2.0,3
O=C(COC(=O)/C=C/c1ccc(S(=O)(=O)N2CCOCC2)cc1)NCc1ccc2c(c1)OCO2,-12,-5,-2,-0.1,-2,0,-1,1.2,0
CC(Sc1nnc(CNC(=O)c2ccco2)n1C)C(=O)Nc1nccs1 (stereo not drawn),-16,3,-2,-0.1,-4,4,4,-0.1,-1
CCN(CC(=O)NCc1ccncc1)S(=O)(=O)c1ccc(OC)cc1,4,-2,-1,0.1,3,-2,0,2.9,-1
Cc1ccc(Nc2nnc(C3C(=O)N(C)C4(C)CC3c3cc(Br)ccc3O4)s2)cc1 (stereo not drawn),-3,-2,0,0.0,5,12,2,1.9,15
CCOC(=O)c1[nH]c(=O)[nH]c1CSc1ccccn1,-2,14,-2,0.0,-5,-12,-4,-2.5,1
CCOc1ccc(OCC(=O)N2CCC3(CC2)CC(=O)c2ccccc2O3)cc1,-4,-3,2,0.0,3,10,2,-0.1,5
CC(=O)c1cccc(NC(=O)COC(=O)c2n[nH]c3ccccc23)c1,5,-3,-5,-0.1,-3,-5,-2,1.4,-1
Nn1cnnc1N/N=C/c1ccccc1C(F)(F)F,13,8,-4,-0.2,-5,-10,-1,-1.0,-3
CCOC(=O)c1ccc2c(c1)n(CCCS(=O)(=O)[O-])c(/C=C/c1ccc(Cl)cc1)[n+]2CC,-5,-4,2,-0.1,0,14,1,-0.8,-1
CC(C)(Oc1ccc(C2CC2(Cl)Cl)cc1)C(=O)O (stereo not drawn),9,-2,-1,0.2,-2,2,0,-0.8,2
COc1ccccc1NC(=S)NNC(=O)c1nn(C)cc1Cl,1,4,-17,0.0,2,4,0,2.3,-5
O=C(/C=C/c1ccc(Cl)cc1Cl)c1nc2ccccc2[nH]1,-12,-5,2,0.3,1,9,4,2.9,22
O=C(NC1CC1)c1ccc2c(c1)ncn2C1CCCC1,-9,-27,8,0.0,-2,8,7,6.7,6
CCOC(=O)CCC(=O)c1c(C)oc2ccc(OC)cc12,7,0,-10,0.0,-4,3,-3,-2.3,1
COc1ccc(SC[C@H](Cc2ccccc2)N2CCN(CCc3ccccc3)CCC2=O)cc1,3,-6,-1,-0.1,0,22,7,4.4,-2
CC(NC(=O)c1ccc(C(C)(C)C)cc1)C(c1cccs1)N1CCOCC1 (stereo not drawn),7,11,0,0.0,-2,1,-2,2.3,12
O=C(Nc1ccc(S(=O)(=O)Nc2ncccn2)cc1)c1ccc(S(=O)(=O)N2CCCC2)cc1,9,9,1,-0.2,4,1,-3,-1.1,18
Cn1c(N)c(C(=O)CSc2nnc(-c3ccccc3F)n2N)c(=O)n(C)c1=O,-5,0,-6,0.1,4,10,-7,0.1,-4
CC(C)c1ccc(NC(=O)C2CCCN(S(=O)(=O)c3ccc4c(c3)C(C)(C)C(=O)N4C)C2)cc1 (stereo not drawn),8,-2,-1,-0.1,1,18,1,4.3,9
COc1cc(/C=N/NC(=O)c2cc(-c3cccs3)nc3ccccc23)ccc1O,9,11,4,-0.1,5,4,-3,1.8,6
c1ccc2c(c1)[nH]c1c(NCC3CCCO3)ncnc12 (stereo not drawn),1,-6,3,0.0,-1,14,-1,-0.9,-1
COc1ccc(NC(=O)CSc2nc(=O)n(CCN3CCOCC3)c3c2CCC3)c(OC)c1,-6,-3,-7,0.1,-1,9,-5,-1.5,3
CCN(CC(=O)Nc1ccc(N2CCOCC2)cc1)C(=O)Cc1ccccc1,x,-4,x,0.2,x,20,-2,0.5,x
Cc1cc(NC(=O)c2cc(-c3ccccc3C)nc3ccccc23)no1,-3,-23,3,4.9,-5,2,5,2.2,16
